Screening data (PubChem BioAssay)
EPAC1 antag: EPAC1 (human) antagonism; O95398; EPAC1 GEF assay, Rap1b-BODIPY-GDP exchange fluorescence; Potency, µM (titrated, usually from 115 µM), without a hit: at the top dose activity change, negative = inhibition, actives largely listed as inhibitors; actives 0.14% (n = 360,000); AID 720709;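 also: potency is read from the fitted curve at half-maximal effect; plate controls were vehicle for no effect and positive control for full effect; nearly all actives have a fitted effect of over 50% in size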
Target sequence (O95398 whole entry, looked up): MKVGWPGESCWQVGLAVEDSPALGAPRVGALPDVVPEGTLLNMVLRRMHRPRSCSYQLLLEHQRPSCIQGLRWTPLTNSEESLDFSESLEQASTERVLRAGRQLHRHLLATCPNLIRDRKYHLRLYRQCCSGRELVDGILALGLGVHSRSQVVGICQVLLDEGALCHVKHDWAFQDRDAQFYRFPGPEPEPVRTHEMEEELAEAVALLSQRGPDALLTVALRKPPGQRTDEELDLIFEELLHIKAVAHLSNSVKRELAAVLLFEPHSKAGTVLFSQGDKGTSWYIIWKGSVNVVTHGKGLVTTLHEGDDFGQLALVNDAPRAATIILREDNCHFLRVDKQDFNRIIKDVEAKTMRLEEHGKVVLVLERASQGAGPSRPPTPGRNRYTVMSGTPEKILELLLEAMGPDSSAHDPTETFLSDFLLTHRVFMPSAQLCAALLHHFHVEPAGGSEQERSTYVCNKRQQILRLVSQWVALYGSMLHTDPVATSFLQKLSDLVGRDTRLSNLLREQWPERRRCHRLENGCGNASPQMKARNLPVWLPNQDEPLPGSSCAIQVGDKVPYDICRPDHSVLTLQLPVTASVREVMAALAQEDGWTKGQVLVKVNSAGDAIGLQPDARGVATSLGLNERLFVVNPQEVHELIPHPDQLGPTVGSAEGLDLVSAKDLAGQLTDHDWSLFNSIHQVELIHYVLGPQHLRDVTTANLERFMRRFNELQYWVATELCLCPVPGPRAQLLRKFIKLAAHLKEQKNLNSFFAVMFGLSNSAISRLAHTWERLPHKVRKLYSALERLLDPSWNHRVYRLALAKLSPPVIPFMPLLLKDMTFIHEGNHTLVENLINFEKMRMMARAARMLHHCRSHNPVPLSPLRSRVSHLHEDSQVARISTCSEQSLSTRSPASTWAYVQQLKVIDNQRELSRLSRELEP
IL2 activator: IL-2 activation; actives 0.065% (n = 360,000); activation, % (series mostly up to about 46 µM); IL-2 activation reporter assay, cell-based qHTS; stimulated with anti-CD3/CD4/CD28 beads; in transgenic mouse T cells; AID 652025; in the data active = activation above about 50%; inconclusive = mostly about 30% to 49%; also: 0% is about no effect
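Screening format: compound pinned onto unstimulated transgenic mouse T cells, 60 min incubation, then anti-CD3/anti-CD4/anti-CD28 bead stimulation for 18 hours at 37 degrees C, followed by EGFP and DsRed detection.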
FUS yeast rescue: rescues growth of FUS-expressing yeast; S. cerevisiae FUS-expressing, growth rescue, OD600, 24 h; Potency, µM (top dose mostly 76.6 µM), for the others: at the highest dose growth rescue (activation), actives largely listed as activators; actives 0.24% (n = 390,000);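 also: potency is read from the fitted curve at half-maximal effect; plate controls were DMSO vehicle for no effect and reference control for full effect; nearly all actives have a fitted effect of over 55% in size; some results filed as inactive show a strong effect at the top dose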
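Steps: raffinose overnight preculture; dilution to OD 0.005 in 2% galactose minimal medium; compound addition (concentration series); 24hr at 30C, 99% humidity; absorbance read at 600 nm.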
PI5P4K alpha inh: blocks human PI5P4K alpha kinase activity. PI5P4Kalpha enzyme, ADP-Glo luminescence, 60 min; stronger effect = lower value. max response, %. actives 1.2% (n = 330,000). P48426. AID 652105; active = max response of -50% or lower; inconclusive = between -30% and -50%; inactive = -30% or higher; also: value at the top dose of about 77 µM; % is scaled to controls: 0 for no effect and ±100 for the full control effect
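Single end-point luminescence (ADP-Glo) quantified ADP from PI5P4Kalpha turnover; ATP 5 microM final, 1 h at RT, 0.1% CHAPS and 0.28 mM EGTA in HEPES pH 7.4.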
aSyn yeast inh: inhibitors of alpha-synuclein toxicity in yeast; actives 0.14% (n = 370,000); Potency, µM (titrated, usually from 46.1 µM), for the others: at the highest dose growth rescue (activation), usual class: activators; Yeast expressing alpha-synuclein, growth rescue, BacTiter-Glo, 24 h; also: potency is read from the fitted curve at half-maximal effect; % of control where 0% means no effect; nearly all actives have a fitted effect of over 65% in size
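Readout is rescue of growth in alpha-synuclein-expressing yeast, so inhibitors of toxicity appear as activators. Growth after 24 hr at 30 deg C in galactose medium is quantified by luminescence.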
PLK1 PBD block: PLK1 (human) polo-box domain binding inhibition; Plk1 PBD binding of FITC phosphopeptide, fluorescence polarization; Potency, µM, inactives show max response, negative = inhibition, actives largely listed as inhibitors; actives 2.8% (n = 360,000); also: potency is read from the fitted curve at half-maximal effect; series mostly up to about 57 µM; % is scaled to controls: 0 for no effect and ±100 for the full control effect; nearly all actives have a fitted effect of over 65% in size
EPAC1 ag: activates human EPAC1 exchange factor | O95398 | EPAC1 agonist qHTS, biochemical assay; response scale: 100% = response to 6.5 mM cAMP | Potency, µM (series often up to 154 µM), for inactives: at the highest dose activation, actives largely listed as activators | actives 0.073% (n = 360,000); also: potency is read from the fitted curve at half-maximal effect; nearly all actives have a fitted effect of over 60% in size
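Read-out is the fluorescence drop as BODIPY-GDP leaves Rap1B (480 nm excitation, 540 nm emission), recorded every 5 minutes over 30 minutes. Reactions held 100 nM EPAC1, 250 nM Rap1B–BODIPY-GDP and 50 uM GDP, with 6.5 mM cAMP setting full activation.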
WRN inhibitor: WRN helicase (human) inhibition. Q14191. WRN helicase unwinding, fluorescent forked duplex, kinetic. Potency, µM (series often up to 114 µM), inactives show at the highest dose activity change, negative = inhibition, hits mostly inhibitors. actives 0.46% (n = 360,000); also: potency is read from the fitted curve at half-maximal effect; % is scaled to controls: 0 for no effect and ±100 for the full control effect; nearly all actives have a fitted effect of over 55% in size
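Screening of the MLSMR collection measured strand separation of a quenched forked DNA duplex (100 nM) by 20 nM WRN with 2 mM ATP, all final. Compounds were preincubated with enzyme 15 min at room temperature.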
Abeta rescue: restores growth of yeast expressing A-beta42 peptide; yeast expressing A-beta42, growth rescue, OD600, 48 h; response scale: 0% DMSO, 100% iron-clioquinol control; Potency, µM (series often up to 46.1 µM), for the others: at the top dose growth rescue, hits mostly activators; actives 0.063% (n = 410,000); AID 1347071; also: potency is read from the fitted curve at half-maximal effect; nearly all actives have a fitted effect of over 55% in size
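Yeast A-beta toxicity model in growth medium with pinned compounds, 48 h at 30 C; growth read as absorbance at 600 nm. Normalized to FeCl3/clioquinol equimolar mix (positive) and DMSO (negative).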
Numbers without * were called inactive; ? = inconclusive; . = not tested or not shown; [ ] = another dose, or the depositor's remark. Unless noted, calls follow the shape of the dose curve; as a rule, active = well fitted curve in the direction sought with a large enough effect; inconclusive = small, poorly fitted or top-dose-only effect, or another doubt; inactive = no such curve, though single readings can be large; an effect the other way counts as inactive or inconclusive.

SMILES	EPAC1 antag	IL2 activator	FUS yeast rescue	PI5P4K alpha inh	aSyn yeast inh	PLK1 PBD block	EPAC1 ag	WRN inhibitor	Abeta rescue
COc1ccc(C2CC(c3cccs3)=NN2C(=O)CSc2nc3ccccc3o2)cc1 (configuration not stated)	11.3%	-0.4	.	1.4	-0.7%	-4.2%	7.1%	-3.4%	9.7%
O=C(O)CCCCCN1C(=O)C(O)=C(C(=O)/C=C/c2ccccc2)C1c1ccccc1[N+](=O)[O-] (configuration not stated)	-20.6%	-4.7	39.4%	?	-9.7%	33.6µM*	10.9%	-15.1%	-37.3%[inhibitor]
COc1cc(NC(=O)CSc2nnnn2C2CCCC2)cc(OC)c1	-22.3%	-1.6	2.5%	-11.8	7.8%	-3.6%	-8.7%	0.9%	2.8%
C[C@@H]1CN([C@@H](C)CO)C(=O)CCCn2nncc2CO[C@@H]1CN(C)C(=O)NC1CCCCC1	0.3%	2.6	-19.2%	8.0	-2.0%	1.6%	10.8%	0.5%	6.3%
COc1ccc(NC(=O)N(C)C[C@H]2Oc3ccc(NC(=O)Nc4ccc5c(c4)OCO5)cc3C(=O)N([C@H](C)CO)C[C@@H]2C)cc1	-5.5%	-0.1	?	-5.3	0.4%	-11.7%	9.6%	-5.6%	1.8%
Cc1ccccc1N1CCN(C(=O)CN2C(=O)c3ccccc3C2=O)CC1	13.7%	-1.3	-0.5%	.	13.8%	-0.9%	1.3%	-1.0%	-13.7%
Cc1ccc(CN(C)C(=O)c2ccccc2Oc2ccccc2)o1	-12.5%	-2.5	29.9%	-7.7	6.5%	-26.1%	14.7%	10.8%	2.2%
OCC[C@@H]1C[C@H](O)[C@@H](O)[C@@]2(CCc3ccccc3O2)O1	11.7%	-1.5	-20.1%	-3.1	-10.0%	-13.5%	1.9%	1.0%	-10.0%
CCOC(=O)CSC1=C(C#N)C(c2ccc(OC)cc2)C2=C(CC(C)(C)CC2=O)N1 (configuration not stated)	-24.0%	-0.5	?	6.9	12.5%	?	5.3%	13.4%	2.5%
Cc1ccccc1Nc1nc(N)c2ccccc2n1	-1.4%	-2.4	5.5%	-13.6	-53.0%[inhibitor]	-7.0%	-5.2%	-5.1%	-62.4%[inhibitor]
CC(C(=O)Nc1cccc([N+](=O)[O-])c1)N1CCN(C/C=C/c2ccccc2)CC1 (configuration not stated)	?	-2.5	.	17.4	5.0%	-7.2%	-8.2%	2.7%	-1.1%
CC(Sc1nnc(N)s1)C(=O)NC1CCCCC1C (configuration not stated)	-17.3%	-0.6	8.7%	0.5	0.8%	-12.9%	-51.4%[inhibitor]	-24.2%	?

3 of these compounds, reformatted:
Values run as follows: EPAC1 antag | IL2 activator | FUS yeast rescue | PI5P4K alpha inh | aSyn yeast inh | PLK1 PBD block | EPAC1 ag | WRN inhibitor | Abeta rescue
- COc1ccc(NC(=O)N(C)C[C@H]2Oc3ccc(NC(=O)Nc4ccc5c(c4)OCO5)cc3C(=O)N([C@H](C)CO)C[C@@H]2C)cc1
 : -5.5% | -0.1 | ? | -5.3 | 0.4% | -11.7% | 9.6% | -5.6% | 1.8%
- Cc1ccccc1N1CCN(C(=O)CN2C(=O)c3ccccc3C2=O)CC1
 : 13.7% | -1.3 | -0.5% | . | 13.8% | -0.9% | 1.3% | -1.0% | -13.7%
- Cc1ccc(CN(C)C(=O)c2ccccc2Oc2ccccc2)o1
 : -12.5% | -2.5 | 29.9% | -7.7 | 6.5% | -26.1% | 14.7% | 10.8% | 2.2%

Other records follow.
SMILES	EPAC1 antag	IL2 activator	FUS yeast rescue	PI5P4K alpha inh	aSyn yeast inh	PLK1 PBD block	EPAC1 ag	WRN inhibitor	Abeta rescue
O=C1C2C3CCCC3=C3CCCC3C2C(=O)N1c1cccc(Cl)c1 (configuration not stated)	7.8%	0.5	26.8%	-21.0	3.9%	-14.7%	3.1%	-7.9%	12.1%
COc1ccc(N(Cc2cc3cc(OC)ccc3[nH]c2=O)S(=O)(=O)c2ccc(NC(C)=O)cc2)cc1	-5.0%	2.0	35.4%	-1.8	0.2%	-4.8%	-3.9%	-2.1%	1.2%
CCOc1ccc(NCC(=O)c2ccc(C)cc2)cc1	-4.1%	-6.0	-18.9%	1.9	-0.3%	-11.0%	8.4%	-5.8%	-4.0%
COc1ccc(N(CC(=O)NC2CCCCC2)S(=O)(=O)c2cccnc2)cc1	2.0%	-0.2	2.8%	2.9	-3.9%	-2.4%	4.3%	-1.4%	-22.7%
O=C(NCCCNC(=O)c1ccco1)c1ccco1	4.3%	-0.7	11.0%	-5.7	-1.7%	-7.9%	2.1%	8.5%	1.0%
O=C1COc2ccc(S(=O)(=O)NCCc3ccccc3)cc2N1	13.4%	-0.3	4.4%	-50.8*	-0.9%	-5.5%	9.1%	-4.3%	12.4%
O=C(COC(=O)C1CC1)Nc1ccc(OC(F)F)cc1	-13.0%	-1.3	-16.2%	2.8	2.7%	-1.8%	-3.4%	-4.2%	6.7%
Cc1ccnc(NC(=O)CCC(=O)N(CC(=O)NC(C)(C)C)c2ccc3c(c2)OCCO3)c1	19.4%	0.5	17.0%	0.5	-2.1%	-3.2%	-3.2%	1.2%	-4.7%
COc1cc(C(=O)NC(=S)Nc2ccc3c(c2)OCO3)cc(OC)c1OC	-0.2%	0.9	-14.6%	1.0	-10.3%	-7.1%	4.5%	?	-7.6%
CC(C)(C)c1ccc(C(=O)OCC(=O)NC2CC2)cc1	-7.3%	3.5	10.0%	7.8	1.0%	-3.6%	5.3%	-2.7%	1.8%
COc1ccc(CNC(=O)c2cc3c(=O)n4cccc(C)c4nc3n(CC3CCCO3)c2=N)cc1 (configuration not stated)	1.7%	1.9	10.3%	11.9	-4.2%	-16.9%	0.5%	-3.1%	-13.7%
COc1ccc(N2CCN(C(=O)CCN3C(=O)C4C5C=CC(C5)C4C3=O)CC2)cc1 (configuration not stated)	2.7%	-0.9	-15.6%	1.3	4.9%	1.6%	4.5%	11.3%	-1.6%
CCOC(=O)NC(Nc1sc2c(c1C(N)=O)CCCC2)(C(=O)OCC)C(F)(F)F (configuration not stated)	5.0%	-0.4	21.2%	.	-2.4%	?	1.4%	-2.1%	-1.5%
Cc1ccc(C2=NN(CC(=O)NCCN(C)C)C(=O)CC2)cc1	0.8%	1.0	5.3%	-4.9	0.1%	3.5%	-9.3%	-8.3%	-12.3%
O=c1c2cc(NC(=S)NC3CCCCC3)ccc2nc2n1CCCCC2	1.1%	-1.7	5.0%	-2.3	7.7%	-4.6%	1.5%	-4.1%	-10.9%
CCOc1ccc(NC(=O)Cn2nnc(-c3ccccc3NC(=O)C3CC3)n2)cc1	7.9%	0.6	-3.6%	5.5	2.0%	-7.5%	3.7%	-2.8%	8.5%
CN1OC[C@@H]2CN(Cc3ccccc3)[C@H](c3cccc(-c4ccc(C#N)cc4)c3)C[C@@H]21	-13.3%	-0.4	-4.6%	9.6	5.5%	-0.4%	1.8%	-10.1%	4.4%
COc1ccc(CN2CCCCC2C)cc1OC (configuration not stated)	6.9%	-0.2	-34.7%	.	1.7%	-3.0%	5.4%	-9.3%	-1.2%
O=C(NCc1ccc(F)cc1)C1(S(=O)(=O)c2ccc(Cl)cc2)CC1	-9.5%	1.5	5.1%	-0.8	5.8%	-10.9%	6.8%	4.7%	12.3%
CC1CCCCN1C(=O)Cn1c(=O)oc2cc(S(=O)(=O)N3CCCC3)ccc21 (configuration not stated)	10.9%	5.0	-14.5%	4.8	1.8%	-3.1%	-1.4%	-6.2%	-8.6%
O=C(Nc1ncc(Cc2cccc(Cl)c2)s1)C1CCCO1 (configuration not stated)	-4.6%	-2.4	6.9%	-5.1	9.3%	-18.9%	13.1%	-7.7%	?
CN(C)c1nc(N(C)C)nc(N2CC(CCl)OC2=N)n1 (configuration not stated)	1.7%	0.9	14.2%	-5.5	0.1%	-11.4%	6.1%	5.8%	-4.3%
COc1cc2[nH]c(-c3cccc(F)c3)cc(=O)c2cc1OC	7.7%	2.0	-13.1%	-2.2	-4.4%	-5.1%	7.1%	-8.2%[57.1 µM]	7.8%
O=C(NN1CCOCC1)c1ccc(Cl)c(Cl)c1	-2.6%	-2.8	19.7%	-5.3	-1.2%	-5.3%	-1.2%	5.3%	5.0%
COc1ccccc1S(=O)(=O)N(C)C[C@H]1Oc2cc(C#CCC3CCCC3)ccc2S(=O)(=O)N([C@H](C)CO)C[C@H]1C	-9.4%	-4.0	?	9.3	8.9%	-7.0%	-12.9%	-2.8%	10.9%
CCCCNC(=O)Cc1ccc(Br)cc1	-19.4%	0.2	11.9%	4.6	-11.3%	-8.2%	11.7%	-4.9%	-22.0%
Cc1ccc(S(=O)(=O)N2[C@H](c3ccccc3)CC(=O)[C@@H]3CN(S(=O)(=O)c4ccccc4)[C@H](c4ccccc4)C[C@@H]32)cc1	-6.3%	0.2	29.1%	-0.4	1.8%	-4.9%	4.2%	0.1%	0.5%
CC(C)NC(=O)c1onc(CSc2ccc(F)cc2)c1C(=O)NC(C)C	-2.8%	-2.2	1.1%	14.5	8.2%	-5.4%	-0.7%	0.1%	12.0%
CC(=O)c1ccc(N(C)C)c2c(N(C)C)cccc12	10.3%	-2.0	14.7%	2.6	-5.7%	-9.1%	1.5%	10.7%	-13.5%
COC(=O)c1cc(N=C(N)N=C(N)N)cc(C(=O)OC)c1	-9.3%	-0.6	2.8%	-0.2	-0.7%	-1.7%	-6.0%	1.0%	-5.5%
Cc1nnc(SCc2cc([N+](=O)[O-])cc3c2OCOC3)n(N)c1=O	-8.1%	-0.8	9.8%	-8.4	8.6%	2.9%	3.7%	-3.9%	-2.5%
O=C(NCc1ccco1)c1cc2sccc2n1Cc1ccc(F)cc1	-5.8%	-0.7	27.6%	.	2.0%	-11.4%	14.6%	-6.4%	-0.7%
COc1ccccc1NS(=O)(=O)c1ccc(C)c(C(=O)N2CCN(c3ccc(O)cc3)CC2)c1	6.1%	0.2	.	-21.0	-2.7%	-6.6%	-7.6%	-1.0%	9.5%
COC(=O)[C@H]1C[C@H]1[C@@H](NC(=O)c1cccnc1)c1ccccc1	-14.7%	-0.2	-20.3%	1.3	1.6%	-14.3%	-14.7%	-1.0%	-12.5%
